Source: PubChem BioAssay
Lmaj promast: inhibitors of Leishmania major promastigote growth | 9% of 200,000 active | Leishmania major promastigotes, resazurin fluorescence viability | AID 1063 | inhibition, % at 10 µM; in the data active means inhibition above about 50%;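 further: promastigotes grown with compound for 44 hours at 28 °C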
FLuc inhib CS: counter-screen for luciferase assay inhibitors: firefly luciferase inhibition. ATPLite firefly luciferase biochemical luminescence, 10 min. inhibition, % at 10 µM. 1.5% of 200,000 active;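 active means inhibition above about 50% when tested at 10 µM, limit read from the data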
Target sequence (P08659 whole entry, looked up): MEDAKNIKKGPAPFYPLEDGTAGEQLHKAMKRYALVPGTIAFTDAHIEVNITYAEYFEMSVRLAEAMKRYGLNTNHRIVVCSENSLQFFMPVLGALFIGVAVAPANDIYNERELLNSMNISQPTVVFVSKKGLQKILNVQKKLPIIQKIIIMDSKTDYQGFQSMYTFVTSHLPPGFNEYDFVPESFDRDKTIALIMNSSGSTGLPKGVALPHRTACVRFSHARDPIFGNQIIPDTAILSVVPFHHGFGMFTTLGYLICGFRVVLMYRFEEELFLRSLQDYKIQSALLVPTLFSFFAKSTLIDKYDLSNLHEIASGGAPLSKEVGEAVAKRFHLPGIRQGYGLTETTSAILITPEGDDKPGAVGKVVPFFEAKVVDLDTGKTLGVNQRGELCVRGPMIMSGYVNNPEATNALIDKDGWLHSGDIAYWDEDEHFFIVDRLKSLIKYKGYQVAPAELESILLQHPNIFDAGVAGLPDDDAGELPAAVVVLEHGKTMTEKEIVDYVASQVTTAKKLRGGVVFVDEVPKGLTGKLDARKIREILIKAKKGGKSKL
TNAP act hi DEA: TNAP (human) activation, high acceptor; P05186; purified TNAP, CDP-star luminescence, 1 M DEA, 30 min; hits give high values; 0 = EDTA background, 1 = DMSO-only activity; AID 1136; 200,000 tested, under 10 active; activation factor at 20 µM;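 active means activation factor at least 2 at 20 µM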
Target sequence (P05186 whole entry, looked up): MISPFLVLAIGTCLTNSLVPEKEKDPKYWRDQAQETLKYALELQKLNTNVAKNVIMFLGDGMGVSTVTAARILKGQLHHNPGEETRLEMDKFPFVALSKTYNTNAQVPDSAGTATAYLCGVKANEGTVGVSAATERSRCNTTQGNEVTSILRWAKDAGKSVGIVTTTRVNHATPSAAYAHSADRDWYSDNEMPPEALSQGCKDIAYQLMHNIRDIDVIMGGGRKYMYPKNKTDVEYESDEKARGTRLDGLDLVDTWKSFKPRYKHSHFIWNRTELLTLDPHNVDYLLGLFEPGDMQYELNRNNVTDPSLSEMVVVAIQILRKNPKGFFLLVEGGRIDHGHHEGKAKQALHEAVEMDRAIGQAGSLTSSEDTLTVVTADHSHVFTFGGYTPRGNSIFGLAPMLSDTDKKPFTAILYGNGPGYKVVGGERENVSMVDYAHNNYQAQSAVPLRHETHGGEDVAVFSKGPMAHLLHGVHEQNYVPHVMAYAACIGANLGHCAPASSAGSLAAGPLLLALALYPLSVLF
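Control set: EDTA negative control, DMSO positive control / Assay system: human TNAP / Quantity: TNAP 1/800 final / Evaluation: TNAP activation factor scaled between EDTA and DMSO control wells / Measured by: luminescent substrate turnover signal / Compound dosing: one dose, 20 µM / Times: 30 min enzyme reaction at room temperature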
FLuc act counter: firefly luciferase counter-screen for stimulation assays | activation factor at 10 µM | ATPlite luciferase biochemical, luminescence, 10 min; 0 = ATP-free wells, 1 = DMSO control | AID 1027 | P08659 | 200,000 tested, under 10 active;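 active means luciferase activation factor, scaled between plate controls, of at least 2 with compound at 10 µM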
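System: cell-free luciferase reagent; medium: PBS as buffer for the ATP substrate; doses: test compounds dosed from 2 mM stocks in 100% DMSO; incubation: 10 min, room temperature; measured by: luminescence from luciferase reaction; read-out: luciferase activation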
TNAP inh no acc: inhibitors of human TNAP without phosphate acceptor; P05186; purified TNAP, CDP-star luminescence, 30 min; inhibition, % at 20 µM; 0.26% of 200,000 active;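 active means tissue-nonspecific alkaline phosphatase inhibition above about 50% at 20 µM in the single-dose screen, limit read from the data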;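 further: 0% = DMSO negative control and 100% = EDTA positive control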
RAM inhibit: blocks the yeast RAM network | S. cerevisiae dse1pr::URA3 reporter, 5-FOA growth OD615, 2 d; analog-sensitive cbk1-as2 kinase mutant strain | inhibition, % at 50 µM | 1.8% of 190,000 active | AID 868;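 active means inhibition above a set limit, 3 SD over mean compound inhibition, cut at about 8.4% in these data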;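 further: 0% = DMSO-only wells with no growth and 100% = 10 µM 1-NA-PP1 full growth; inhibition rescues growth on 5-FOA so higher OD means more RAM inhibition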
bIAP act: intestinal alkaline phosphatase (bovine) activation; purified bovine IAP, CDP-star luminescence, 30 min; hits give high values; fold of DMSO-control signal, blank-subtracted; activation factor at 20 µM; 0.17% of 200,000 active;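 active means activation factor of 2 or more at 20 µM, a signal rise over negative controls twice the positive control's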
TNAP inh hi DEA: TNAP (human) inhibition, high acceptor. P05186. purified TNAP, CDP-star luminescence, 1 M DEA. inhibition, % at 20 µM. 0.03% of 200,000 active. AID 1135;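 active means over 50% inhibition of tissue-nonspecific alkaline phosphatase at 20 µM in the single-dose screen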;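 further: plate controls were DMSO wells for no effect and EDTA-quenched wells as full inhibition for full effect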
APP 5UTR inh: APP translation inhibition; 0.82% of 190,000 active; inhibition, % at 2 µM; AID 1285; SH-SY5Y APP 5'UTR-luciferase reporter, luminescence;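 active means inhibition above a set limit, derived from the sample mean plus 3 SD, cut at about 45% in these data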; further: values of inactives mirror those of a sister screen read the other way
bIAP inhibitor: intestinal alkaline phosphatase (bovine) inhibition | purified bovine IAP, CDP-star luminescence, 30 min | inhibition, % at 20 µM | 190,000 tested, under 10 active | AID 1019;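 active means over 50% inhibition of intestinal alkaline phosphatase at 20 µM in the single-dose screen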
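Assay system: bovine IAP enzyme; medium: DEA buffer 100 mM, pH 9.8, with MgCl2 1.0 mM, ZnCl2 0.02 mM; doses: 20 µM single dose; incubation: enzyme reaction for 30 min at room temperature; detection: CDP-star luminescence signal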
* marks the source's active call; other numbers are inactive results; · = not tested or not shown.

Every second line gives: Lmaj promast	FLuc inhib CS	TNAP act hi DEA	FLuc act counter	TNAP inh no acc	RAM inhibit	bIAP act	TNAP inh hi DEA	APP 5UTR inh	bIAP inhibitor
[1] Cc1ccc(S(=O)(=O)N(C)C)cc1NC(=S)N(CCC#N)Cc1cccnc1
    -9	-3	1	1	-6	2.7	1	2	5	1
[2] COc1ccc(S(=O)(=O)Nc2ccc(C)cc2)cc1OC
    -9	-9	1	1.1	-7	-0.4	0.9	-4	-8	6
[3] CCOC(=O)C1CCCC(NS(=O)(=O)c2ccc(NC(C)=O)cc2)C1 (stereo not given)
    0	-5	1.1	1.1	-13	0.3	0.8	-6	11	16
[4] COc1ccc(Nc2nc(-c3ccccc3)cs2)cc1
    -2	29	1.1	0.7	-13	2.9	0.9	-10	-148	14
[5] Cc1ccc(Cl)cc1N1CCN(S(=O)(=O)c2cccc(S(=O)(=O)N3CCCC3)c2)CC1
    61*	-1	1	1	-9	3.9	0.8	-2	-15	15
[6] Cc1nc(SCC(=O)NCCc2ccccc2)nc(C)c1C
    0	-6	1.1	1.1	-12	-0.1	0.9	-8	2	13
[7] C=CCn1c(SCC(=O)c2ccc(OC)cc2)nnc1-c1cc2cccc(OC)c2o1
    -3	-3	1	1	-7	11*	0.9	-2	1	13
[8] COc1ccc(Cl)cc1NC(=S)NCCc1ccc(S(N)(=O)=O)cc1
    20	-7	1	1.1	-2	1.0	0.8	3	-1	24
[9] Cc1ccc(N=C2SCCCN2C(=O)c2ccco2)cc1Cl
    39	-8	1	1.1	-7	1.4	1	-2	-2	3
[10] CCC(=O)Nc1cccc(NC(=O)c2ccccc2Br)c1
    -3	-4	1	1	-17	1.7	1	1	-11	3
[11] CC(/C=C/c1ccccc1)=N/NC(=O)c1cnccn1
    4	2	1	1	-2	2.1	0.9	-1	-22	10
[12] CCOC(=O)C1(Cc2ccccc2C(F)(F)F)CCN(C2CCN(C(C)C)CC2)CC1
    99*	-7	1.1	1.1	-9	-1.0	1.1	-7	9	-5
[13] CN(C)c1ccc(-n2cc3c(=O)n(C)c(=O)n(C)c3c2)cc1
    23	8	1	0.9	-7	-0.4	1	-1	-20	-4
[14] O=C(O)/C(=C\c1cccc(F)c1)c1ccc(S(=O)(=O)N2CCCCC2)s1
    -3	0	1	1	-2	4.8	1	-1	5	-4
[15] O=C(COC(=O)/C=C/c1cccs1)Nc1nc(-c2ccccc2)cs1
    31	-4	1.1	1	-7	1.7	0.9	-7	-16	13
[16] COc1ccccc1NC(=O)CCc1nc2ccccc2s1
    -1	-3	1	1	-14	0.8	1.1	-4	3	-14
[17] C/C(=N\O)C(=O)NCCN1CCCCC1
    -5	-1	1.1	1	-13	1.6	0.9	-7	-6	9
[18] COc1cccc(C2C3=C(CCCC3=O)Nc3[nH]n(-c4ccccc4)c(=O)c32)c1 (stereo not given)
    -10	-8	1	1.1	-10	2.9	0.9	-2	14	6
[19] C=CCN=Cc1sc2ccc(OCC)cc2c1O
    -1	44	1	0.6	-14	-0.5	0.7	2	-64	34
[20] CCOC(=O)C1C(=O)CC(C)(O)C(C(=O)OCC)C1c1ccc(OC)cc1 (stereo not given)
    -7	-6	1	1.1	-10	0.8	0.9	-2	·	8
[21] O=C(CCCn1cnc([N+](=O)[O-])n1)Nc1ccc(Cl)c(Cl)c1
    97*	-9	1.1	1.1	-5	3.1	0.9	-6	2	10
[22] CN1CCCC(CC2Oc3ccccc3Sc3ccccc32)C1 (stereo not given)
    100*	-1	1.1	1	-7	1.9	1.1	-6	-12	-10
[23] COCCCn1c(SCC(=O)NC2CCCCC2)nnc1-c1ccncc1
    1	-7	1	1.1	-12	-0.4	1	-4	4	-1
[24] NC(=O)C1(N2CCCCC2)CCN(C2CC(=O)N(CCc3ccccc3)C2=O)CC1 (stereo not given)
    -4	-8	1	1.1	-9	0.4	0.9	0	-13	8
[25] COc1ccc(/C=N/N=C2/NC(=O)C(CC(=O)O)S2)cc1OCc1ccc(Cl)cc1 (stereo not given)
    -4	-2	1	1	-6	5.4	1.1	-1	-31	-12
[26] COc1cc(N)c(Cl)cc1Cl
    1	1	1	1	-9	0.0	1.1	0	-13	-14
[27] COc1ccc(OC)c(S(=O)(=O)N(C)CC(=O)N2CCN(c3ccccc3F)CC2)c1
    1	-6	1.1	1.1	-10	-0.5	1.1	-5	-3	-13
[28] CCc1cc2cc(C)cc(C)c2nc1SCC(=O)Nc1cc(C)on1
    -3	-3	1.1	1	-7	3.0	1	-6	-19	-3
[29] CCCS(=O)c1nc(C)cc(C)c1S(C)(=O)=O (stereo not given)
    -9	0	1	1	-10	0.7	1	-3	-2	-3
[30] COc1cccc(C2Nc3c(F)cc(Br)cc3C3C=CCC32)c1OC (stereo not given)
    3	-3	1	1	-10	7.7	0.4	-4	-6	·
[31] COc1ccc(C(=O)/C(=C/c2cccs2)c2nc3ccccc3o2)cc1
    29	3	1	1	-10	4.7	1	0	-52	-2
[32] CC(C)(C)NS(=O)(=O)c1ccc(CCC(=O)Nc2cc(Cl)ccc2Oc2ccccc2)cc1
    98*	-6	1	1.1	-12	2.2	0.8	-4	-6	21
[33] N#C/C(=C\Nc1ccc2cn[nH]c2c1)c1nc(-c2ccccc2)cs1
    8	-7	1.1	1.1	-20	4.2	1.1	-6	-8	-6
[34] O=[N+]([O-])c1cc(-c2cnc3ccccc3n2)ccc1Oc1ccc(Cl)cc1
    -12	-2	1	1	-6	6.3	0.8	1	-18	24
[35] CCc1ccc(NC(=O)CSc2nnc(CNC(=O)c3c(F)cccc3Cl)o2)cc1
    -3	-2	1	1	-12	2.6	0.9	-4	-24	11
[36] CCCCC1=NN2C(=N)CC(=O)N=C2S1
    -8	-3	1	1	-1	-1.0	1	2	-2	-1
[37] COc1ccc(-n2c(NC(=O)c3ccco3)c(C#N)c3nc4ccccc4nc32)cc1
    -13	-3	1	1	-2	5.6	0.9	-2	0	5
[38] CCOc1ccc(C(C)C)cc1S(=O)(=O)n1nc(C)cc1C
    0	-8	1	1.1	-10	1.9	0.9	-1	-2	9
[39] COC(=O)c1cc(NS(=O)(=O)c2ccc(N3CCC(C)CC3)c([N+](=O)[O-])c2)cc(C(=O)OC)c1
    -1	-9	0.9	1.1	-3	2.4	0.9	8	11	10
[40] Fc1ccccc1Cc1noc(CN2CCN(C/C=C/c3ccccc3)CC2)n1
    85*	-4	0.9	1	-3	0.6	1.2	10	16	-15
[41] CCn1c(SCc2nc3ccccc3s2)nnc1-c1ccccc1
    65*	1	1.1	1	-14	1.5	0.9	-8	-33	10
[42] CCOc1ccc(N2C(=O)CN(CC(=O)OC)C2=S)cc1
    -5	-3	1	1	-10	-0.7	1	-3	-2	2
[43] CC1CC(=O)Nc2ccccc2N1C(=O)CN1CCN(c2ccccc2)CC1 (stereo not given)
    -7	-4	1	1	-2	1.4	0.9	0	5	7
[44] N#C/C(=C/c1ccc(-c2ccccc2[N+](=O)[O-])o1)C(N)=O
    -13	-4	1	1	-2	3.2	1	1	13	0
[45] OC(COC(c1ccc(Cl)cc1)c1ccc(Cl)cc1)CN1CCCC1 (stereo not given)
    100*	-5	1	1	-9	-1.6	0.9	-3	10	6
[46] CCOC(=O)c1ccc(OCc2c(C)noc2C)cc1
    -4	-5	1.1	1.1	-21	1.1	0.9	-7	4	9
[47] CN(C)c1cc[n+](CC(=O)Nc2cc(C(F)(F)F)ccc2Cl)cc1
    0	-4	1	1	-5	0.0	1	-2	-4	2
[48] CC1(C)Oc2ccc(NC(=O)c3ccco3)cc2O1
    3	63*	1.1	0.4	-12	-0.3	0.9	-7	-116	8
[49] CCc1cc2cc3c(cc2nc1SCC(=O)Nc1cc(OC)c(OC)cc1C(=O)O)OCO3
    -9	-3	1	1	3	9.5*	1.1	-2	-10	-14
[50] Cc1csc(NC(=O)CCSCCc2ccccn2)n1
    2	-5	1	1.1	-16	0.1	0.9	-4	-6	9
[51] CCOC(=O)c1c(-c2ccc(OC)cc2)csc1/N=C/N(C)C
    -1	-5	1	1.1	-11	2.0	0.9	-1	16	6
[52] CC[n+]1c(/C=C2/C=C(C)CC(C)(C)C2)sc2ccc(OC)cc21
    100*	-10	1	1.1	10	2.8	0.8	1	0	21
[53] COc1ccc2c(c1)C(=NO)c1cc(OC)ccc1-2
    -3	-8	1	1.1	1	1.7	0.9	0	-8	12
[54] N#Cc1nc(-c2ccc(OCc3ccccc3)cc2)oc1NCc1ccco1
    -4	-11	1.1	1.1	-6	16*	0.9	-9	0	10
[55] CCn1c(C(O)c2ccc3c(c2)OCO3)nc2ccccc21 (stereo not given)
    19	-2	1	1	-8	5.1	2.5*	-3	-10	-154
[56] CCOC(=O)Cn1c(=O)oc2cc(S(=O)(=O)NCc3cccs3)ccc21
    -7	-3	1	1	-13	1.0	1	-1	-2	1
[57] COC(=O)c1c(N2C(=O)CC(Sc3ccccc3C(=O)O)C2=O)sc2c1CCCC2 (stereo not given)
    -8	-2	0.9	1	13	4.8	1	7	12	-3
[58] CCN(CC)S(=O)(=O)c1ccc(/C=C/C(=O)Nc2c(C)n(C)n(-c3ccccc3)c2=O)cc1
    -14	-5	1.1	1.1	-14	0.4	1.1	-5	9	-6
[59] CCOc1cc(/C=N/O)cc(Br)c1OC
    0	-5	1.1	1.1	-20	0.3	0.8	-10	5	18
[60] Cn1c(SCc2ccc(Cl)cc2Cl)nc(C(F)(F)F)cc1=O
    -6	-8	1.1	1.1	-2	1.4	1	-7	-12	4

Later entries:
Every second line gives: Lmaj promast	FLuc inhib CS	TNAP act hi DEA	FLuc act counter	TNAP inh no acc	RAM inhibit	bIAP act	TNAP inh hi DEA	APP 5UTR inh	bIAP inhibitor
[61] COc1ccc(-n2cc(C(=O)c3ccc4ccccc4c3O)cn2)cc1
    -3	-4	1	1	-4	3.7	1	2	12	4
[62] CN1Cc2ccccc2N(CC(=O)NCc2ccccc2)C1=O
    -1	-2	1	1	-12	1.7	0.8	-3	0	23
[63] Cc1ccc(CNC(=O)CCS(=O)(=O)c2ccc(Cl)cc2)cc1
    -6	-4	1	1	-4	1.5	0.8	-1	-7	18
[64] O=C(Nc1cc(S(=O)(=O)N2CCOCC2)ccc1N1CCCC1)c1cnccn1
    -4	-5	1	1	-20	0.9	0.9	-2	3	5
[65] CCCCCC(=O)NNC1=NCC(Cc2cccc(Cl)c2)S1 (stereo not given)
    6	-5	1.1	1	-113	-0.7	1.1	-8	-2	-10
[66] Cc1ccccc1-n1c(SCC(=O)N(C)C2CCS(=O)(=O)C2)nc2ccccc2c1=O (stereo not given)
    -11	0	1	1	-9	0.4	1	-4	-20	0
[67] CCOC(=O)c1ccc(NC(=O)C2(c3ccc(Cl)cc3)CCCC2)cc1
    -5	-4	1	1	-4	7.8	1	0	10	-1

Three records drawn at random from the list so far, as already listed:
Every second line gives: Lmaj promast	FLuc inhib CS	TNAP act hi DEA	FLuc act counter	TNAP inh no acc	RAM inhibit	bIAP act	TNAP inh hi DEA	APP 5UTR inh	bIAP inhibitor
[63] Cc1ccc(CNC(=O)CCS(=O)(=O)c2ccc(Cl)cc2)cc1
    -6	-4	1	1	-4	1.5	0.8	-1	-7	18
[61] COc1ccc(-n2cc(C(=O)c3ccc4ccccc4c3O)cn2)cc1
    -3	-4	1	1	-4	3.7	1	2	12	4
[64] O=C(Nc1cc(S(=O)(=O)N2CCOCC2)ccc1N1CCCC1)c1cnccn1
    -4	-5	1	1	-20	0.9	0.9	-2	3	5
